Compound activity: PubChem, several laboratories
HDAC3 inh = blocks human histone deacetylase 3; O15379; recombinant HDAC3, fluorogenic peptide/trypsin coupled, fluorescence; inhibition, % at 8.3 µM; 0.15% of 320,000 active; AID 2718; in the data active = inhibition above about 26%, passing the limit was not always enough
hERG protect = hERG (human) protection from proarrhythmic block; CHO-hERG, FluxOR thallium flux, dofetilide IC70 present; activation (rescue from dofetilide block), less the hit threshold, % at 10 µM; 0.51% of 310,000 active; AID 1511;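 active = activation above the mean of controls blocked by dofetilide plus 5 SD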;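 note: thallium influx through hERG after potassium depolarization seen as dye fluorescence rise; in these data hits start at about 4.7%; inactives centre near -7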
Dyrk1A ADPGlo = inhibitors of rat Dyrk1A kinase; inhibition, % at 12.5 µM; Q63470; 0.43% of 310,000 active; ADP-Glo luminescence, NFATc1 peptide; in the data active = inhibition above about 50%;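 note: plate controls were vehicle with enzyme for no effect and no enzyme for full effect; many of its hits are not listed in these tables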
ANO1 activ = activators or potentiators of mouse TMEM16A chloride channel; Q8BHY3; HEK293 TMEM16A/YFP-H148Q/I152L, iodide quench fluorescence; stronger effect = lower value; B-score at 10 µM; 0.3% of 340,000 active;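 active = fluorescence-ratio B-score plate-corrected deviation score at least 3 library SD below zero, with starting fluorescence score within 5 deviations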;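 note: channel opened by trigger with iodide after compound preincubation; score built on the fluorescence ratio of max minus min over baseline; more negative score means more quench and so TMEM16A activation or potentiation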
Target sequence (Q8BHY3 whole entry, looked up): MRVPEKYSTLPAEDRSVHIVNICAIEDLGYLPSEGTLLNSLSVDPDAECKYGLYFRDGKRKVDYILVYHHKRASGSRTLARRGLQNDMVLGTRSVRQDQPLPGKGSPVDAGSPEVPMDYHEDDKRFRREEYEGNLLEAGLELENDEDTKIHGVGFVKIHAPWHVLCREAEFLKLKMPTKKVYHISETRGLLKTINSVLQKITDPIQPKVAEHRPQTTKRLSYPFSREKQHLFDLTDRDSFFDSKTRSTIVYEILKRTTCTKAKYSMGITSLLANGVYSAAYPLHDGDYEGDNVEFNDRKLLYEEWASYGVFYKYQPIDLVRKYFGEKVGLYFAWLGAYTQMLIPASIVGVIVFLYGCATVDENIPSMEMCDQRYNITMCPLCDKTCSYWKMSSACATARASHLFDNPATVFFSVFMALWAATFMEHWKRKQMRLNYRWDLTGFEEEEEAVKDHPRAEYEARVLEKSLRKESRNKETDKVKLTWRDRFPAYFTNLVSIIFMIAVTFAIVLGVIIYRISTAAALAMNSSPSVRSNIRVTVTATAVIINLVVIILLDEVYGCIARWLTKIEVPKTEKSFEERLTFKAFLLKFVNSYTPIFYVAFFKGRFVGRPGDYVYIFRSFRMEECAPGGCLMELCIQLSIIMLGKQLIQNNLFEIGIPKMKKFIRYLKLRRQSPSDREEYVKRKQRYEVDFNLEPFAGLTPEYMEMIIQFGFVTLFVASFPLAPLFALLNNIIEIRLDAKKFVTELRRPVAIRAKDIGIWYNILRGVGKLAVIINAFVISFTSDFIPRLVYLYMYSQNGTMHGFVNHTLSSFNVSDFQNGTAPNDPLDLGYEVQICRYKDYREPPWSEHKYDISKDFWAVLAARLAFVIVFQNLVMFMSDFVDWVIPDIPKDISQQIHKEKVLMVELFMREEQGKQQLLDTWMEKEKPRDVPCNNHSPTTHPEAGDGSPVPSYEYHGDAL
KCNK9 inh = human KCNK9 channel inhibition; B-score at 10 µM; 1.2% of 310,000 active; AID 488922; HEK293 KCNK9, FluxOR thallium flux fluorescence; stronger effect = lower value;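 active = ratio B-score over 3 SD below the library mean, with starting fluorescence within 5 SD of its mean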;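 note: negative B-score means less thallium flux so channel inhibition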
TRPC4 PAM = TRPC4 (mouse) allosteric potentiation; Q9QUQ5; HEK293 TRPC4beta/mu-opioid, DAMGO EC20, Fluo-4 Ca2+ flux; stronger effect = higher value; B-score at 10 µM; 0.42% of 310,000 active;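 active = B-score of calcium response area above 5 SD of library B-scores, with initial fluorescence ratio within 5 SD of library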;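 note: B-score of integrated fluorescence ratio over time as area under calcium response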
KCNQ1 block = blocks the human KCNQ1 potassium channel | P51787 | CHO-K1 KCNQ1, FluxOR thallium flux fluorescence; stronger effect = higher value | B-score at 10 µM | 1.3% of 310,000 active;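 active = compounds whose thallium flux B-score, printed positive for inhibition, exceeds three library SD while starting fluorescence stays within three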;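 note: channel opened by potassium depolarization with thallium stimulus after 20 min compound exposure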
KCNQ1 act = human KCNQ1 channel potentiation or activation. CHO-K1 KCNQ1, thallium flux FluxOR fluorescence; stronger effect = higher value. 0.35% of 310,000 active. P51787. B-score at 10 µM;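 active = fluorescence ratio B-score, a plate-corrected score, at least three library SD, with initial intensity B-score within 5 SD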
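Schedule – 37 °C overnight plating, 90-min dark dye load, 20-min compound pretreatment · System – stable KCNQ1 CHO-K1 line · Probe or stimulus – thallium- and potassium-containing depolarizing buffer · Measured by – kinetic FluxOR fluorescence, 10 s baseline plus 110 s post-stimulus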
TRPC4 agonist = TRPC4 (mouse) channel activation | 0.49% of 310,000 active | B-score at 10 µM | HEK293 TRPC4beta/mu-opioid, Fluo4 calcium fluorescence; stronger effect = higher value;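 active = B-score above 5 SD of library B-scores, and initial fluorescence ratio not above library mean plus 5 SD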;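 note: positive B-score marks a calcium rise read as TRPC4 activation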
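system = HEK293 cells stably co-expressing mouse TRPC4beta and mu-opioid receptor | schedule = Fluo4 dye loading 45 min at room temperature, 110 s recording | measure = B-scored integrated calcium fluorescence ratio | signal = Fluo4 calcium-sensitive dye fluorescence, kinetic, 1 Hz baseline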
KCNK3 block = human KCNK3 channel inhibition, primary screen. 0.84% of 340,000 active. AID 602410. CHO-KCNK3 thallium flux, FluxOR fluorescence; stronger effect = lower value. O14649. B-score at 10 µM;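 active = B-score under library mean minus 4 SD, starting fluorescence ratio at most library mean plus 5 SD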;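 note: more negative B-score means stronger inhibition of thallium flux through KCNK3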
ANO1 block = mouse TMEM16A channel inhibition, primary screen. AID 588511. Q8BHY3. 1.2% of 310,000 active. HEK293 TMEM16A/YFP iodide influx fluorescence, ionomycin. normalized B-score (activity score, 25-100; higher = stronger inhibition) at 10 µM;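 active = ratio plate-corrected score three or more library SD toward inhibition, starting fluorescence score within five deviations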;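 note: score derived from kinetic fluorescence span divided by baseline fluorescence per well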
* = called active by the depositor; i = inactive; · = no result given. Some of the compounds tested; the hit share may differ from the screen's.

No. | molecule | HDAC3 inh | hERG protect | Dyrk1A ADPGlo | ANO1 activ | KCNK9 inh | TRPC4 PAM | KCNQ1 block | KCNQ1 act | TRPC4 agonist | KCNK3 block | ANO1 block
1 | O=[N+]([O-])c1c(C(Cl)Cl)nn(-c2ccccc2)c1N1CCCC1 | -0.7 | -13.7 | · | i | i | i | i | i | i | i | i
2 | COc1cccc(CNC(=O)C(=O)NCCc2ccc(OC)c(OC)c2)c1 | -4.4 | -6.4 | 6.5 | i | i | i | i | i | i | i | i
3 | COc1cccc2c1OCC(CN1CCN(Cc3ccccc3F)C(CCO)C1)=C2 (configuration not stated) | -0.4 | -3.9 | -0.9 | i | i | i | i | i | i | i | i
4 | O=C(NCCN1CCOCC1)c1c(O)nc2sccn2c1=O | · | 0.4 | 0.0 | i | i | i | i | i | i | i | i
5 | O=C1N=C(C=c2ccc(=Cc3[nH]c(=O)[nH]c3O)cc2)C(=O)N1 | 3.2 | -7.5 | · | · | i | i | i | i | i | · | i
6 | COc1cccc(NC(=O)c2c(C)nn(-c3ccccc3)c2Cl)c1 | 2.4 | -4.5 | 1.7 | i | i | i | i | i | i | i | i
7 | COc1ccc2[nH]c(C(=O)NCCc3ccccc3)cc2c1 | -49.2 | -4.6 | · | i | i | i | i | i | i | i | i
8 | CCCCn1nc(NC(=O)c2cccs2)c2cc3cc(OC)ccc3nc21 | 4.1 | -40.3 | 17.3 | i | i | i | i | i | i | i | i
9 | Cc1ccccc1-n1ncc2c1CC(C)(C)CC2NC(=O)c1ccncc1 (configuration not stated) | -5.5 | -10.2 | -1.0 | i | i | i | i | i | i | i | i
10 | CCN(CC)C(=O)c1ccc(C(=O)Nc2ccc(F)cc2)cc1 | -1.0 | · | -4.0 | i | · | · | · | · | · | i | i
11 | CCOc1ccc(Nc2nc(N(C)c3ccccc3)nc(N)c2[N+](=O)[O-])cc1 | -3.9 | -0.3 | -3.3 | i | i | i | i | i | i | i | i
12 | Cc1noc(C)c1S(=O)(=O)N(CC(=O)NCCc1ccccc1)c1ccc(C(C)C)cc1 | 1.1 | -10.8 | 1.0 | i | i | i | i | i | i | i | i
13 | COc1ccccc1CCC(=O)OCC(=O)Nc1cccc(S(=O)(=O)N2CCCCC2)c1 | -2.6 | -7.8 | -11.6 | i | i | i | i | i | i | i | i
14 | CC(=O)c1c(C)oc(C)c1CSCc1ccc(C(=O)O)o1 | 3.3 | -6.2 | 1.1 | i | i | i | i | i | i | i | i
15 | CCOc1nc(Nc2ccc(OC)c(Cl)c2)nc(OCC)n1 | 3.9 | -9.8 | 8.5 | i | i | i | i | i | i | i | i
16 | CCN(CC)C(=O)COc1ccc2oc(-c3ccco3)cc(=O)c2c1 | -46.3 | -7.0 | 4.7 | i | i | i | i | i | i | i | i
17 | Cc1cccc(NC(=O)CCc2c(C)nn(-c3ccc(N4CCCCC4)nn3)c2C)c1 | 2.2 | -12.9 | -3.9 | i | i | i | i | i | i | i | i
18 | O=C(NCc1ccccn1)C1COc2ccccc2O1 (configuration not stated) | -1.5 | -4.0 | 0.3 | i | i | i | i | i | i | i | i
19 | COc1ccc(NC(=O)CC2Nc3cc(C)c(C)cc3NC2=O)c([N+](=O)[O-])c1 (configuration not stated) | 6.7 | -16.5 | 1.0 | -4.97* | i | i | i | i | i | i | i
20 | Cc1ccc(C(=O)N/C(=C\c2cccs2)C(=O)NCCCn2ccnc2)cc1 | 1.6 | -10.5 | -6.2 | i | i | i | i | i | i | i | i
21 | COc1ccc(-n2c(SCc3ccc(C#N)cc3)nnc2-c2ccccn2)cc1 | 3.5 | -9.1 | 0.8 | i | i | i | i | i | i | i | i
22 | O=C(NNC(=O)C1CCCO1)c1ccc(Cl)cc1 (configuration not stated) | 0.8 | -10.8 | -5.9 | i | i | i | i | i | i | i | i
23 | O=C(CN1C(=O)CCC1=O)c1ccc(-c2ccccc2)cc1 | -3.1 | -9.5 | -3.5 | i | i | i | i | i | i | i | i
24 | CCOC(=O)c1cc(CC)sc1NC(=O)COC(=O)C1CCC1 | 2.7 | -6.2 | 7.9 | i | i | i | i | i | i | i | i
25 | O=C(Cn1cc2c(n1)CCCCC2)Nc1c(F)cc(F)cc1Br | -4.3 | -6.1 | 8.7 | i | i | i | i | i | i | i | i
26 | COc1ccc(NC(=O)COc2ccccc2F)cc1S(=O)(=O)N1CCCCC1 | -4.4 | -13.5 | -4.0 | i | -9.64* | i | i | i | i | i | i
27 | CCOc1ccccc1NC(=O)c1ccc(Cl)c(NC(=O)CC(c2ccccc2)c2ccccc2)c1 | 4.0 | -3.6 | -5.6 | i | -9.86* | i | i | i | i | i | i
28 | COc1ccc(-c2csc(Nc3cccnc3)n2)cc1OC | 1.9 | -12.9 | 4.7 | i | i | i | i | i | i | i | i
29 | COc1ccc(CN2CCOCC2)cc1Br | 1.0 | -5.3 | 1.3 | i | i | i | i | i | i | i | i
30 | O=C(CSc1nnc(-c2c[nH]c3ccccc23)n1-c1ccc(F)cc1)NCc1ccco1 | -0.8 | -1.2 | -3.0 | i | i | i | i | i | i | i | i
31 | CCOC(=O)c1c(NC(=O)c2nn(CC)cc2Br)sc(C)c1C | -4.4 | -4.0 | -3.6 | i | i | i | i | i | i | i | i
32 | Cc1ccc(C)c(OCCCN2CCc3ccccc3C2)c1 | -6.9 | -1.6 | -3.6 | i | i | i | i | i | i | i | i
33 | COCCNC(=O)C(c1cccs1)N(CCc1ccccc1)C(=O)Cn1nnc2ccccc21 (configuration not stated) | 4.0 | 0.5 | 2.1 | i | i | i | i | i | i | i | i
34 | O=C1/C(=C/c2ccc([N+](=O)[O-])cc2)C=C(c2ccccc2)N1c1ccc(O)cc1 | 8.0 | -12.7 | -11.6 | i | i | i | i | i | i | i | i
35 | CN(C)/C=C/C(=O)c1cccc(Oc2ncccn2)c1 | 6.5 | -20.9 | -7.5 | i | i | i | i | i | i | i | i
36 | N#Cc1cc2c(nc1SCC(=O)Nc1sc3c(c1C#N)CCC3)CCCCCC2 | 5.5 | -7.3 | -5.3 | i | i | i | i | i | i | i | i
37 | COCCC(=O)N1CCC(Oc2ccc(C(=O)NCCc3cnn(C)c3)cc2)CC1 | -0.8 | -4.4 | 0.0 | i | i | i | i | i | i | i | i
38 | Cn1c(SCC(=O)NCc2ccco2)nnc1-c1c[nH]c2ccccc12 | 2.2 | -5.5 | -3.0 | i | i | i | i | i | i | i | i
39 | CCCCCCCCOC1OC(CO)C(O)C(O)C1NC(C)=O (configuration not stated) | -2.6 | -4.2 | 0.8 | i | i | i | i | i | i | i | i
40 | COc1ccc(C2CC(=O)n3c(nc4ccccc43)S2)cc1OC (configuration not stated) | 8.7 | -8.3 | 5.0 | i | i | i | i | i | i | i | i
41 | COc1ccc(C2(c3ccc(OC)cc3)NC(=O)N(CC(=O)Nc3ccc(N4CCOCC4)cc3)C2=O)cc1 | -0.2 | -12.1 | 0.9 | i | i | i | i | i | i | i | i
42 | C[C@@H](C(=O)NCc1ccccc1)[C@H]1C[C@]1(C)[C@H](NC(=O)OCc1ccccc1)c1ccccc1 | 4.4 | -7.8 | -5.1 | i | -9.18* | i | i | i | i | i | i
43 | COC(=O)c1[nH]c2ccc(Cl)cc2c1NC(=O)c1ccccc1[N+](=O)[O-] | -5.2 | -6.7 | 4.1 | i | i | i | i | i | i | i | i
44 | O=C(Cc1ccccc1F)Nc1nc(-c2cccnc2)cs1 | 0.2 | -31.6 | -0.3 | i | i | i | i | i | i | i | i
45 | Nc1c(N=Nc2cccc(Cl)c2)c(=O)[nH]n1-c1ccccc1 | 0.0 | -2.0 | -6.5 | i | i | i | i | i | i | i | i
46 | CCOC(=O)c1cn(CC(=O)Nc2ccc3c(c2)OCCO3)nn1 | 0.8 | -17.4 | -9.3 | i | i | i | i | i | i | i | i
47 | N=c1c(C(=O)NCC2CCCO2)cc2c(=O)n3ccccc3nc2n1Cc1ccccc1Cl (configuration not stated) | -68.4 | -9.3 | · | i | i | 78* | i | i | i | i | i
48 | O=C(NC(=S)N1CCOCC1)c1ccccc1Cl | 1.5 | -7.1 | -6.3 | i | i | i | i | i | i | i | i
49 | CCC(=O)N(Cc1cc2cccc(C)c2[nH]c1=O)c1ccccc1OC | 1.9 | -4.5 | -2.3 | i | i | i | i | i | i | i | i
50 | CC#CCc1cc2ccccc2c(=O)o1 | -1.9 | -5.9 | 5.4 | i | i | i | i | i | i | i | i

New compounds follow
No. | molecule | HDAC3 inh | hERG protect | Dyrk1A ADPGlo | ANO1 activ | KCNK9 inh | TRPC4 PAM | KCNQ1 block | KCNQ1 act | TRPC4 agonist | KCNK3 block | ANO1 block
51 | CCOc1ncccc1C(=O)NCCc1ccc(Cl)cc1 | · | -3.5 | -0.6 | i | i | i | i | i | i | i | i
52 | N/C(=N\OC(=O)CC1CCCCC1)c1ccccc1 | -9.7 | -5.8 | -3.8 | i | i | i | i | i | i | i | i
53 | CN1CCC(=NNc2ccc(S(=O)(=O)N3CCOCC3)cc2[N+](=O)[O-])CC1 | 0.9 | -7.0 | 0.9 | i | i | i | i | i | i | i | i
54 | CCOC(=O)C(NC(C)=O)C(=O)Nc1ccc(C(C)C)cc1 (configuration not stated) | 0.6 | 2.8 | 1.7 | i | i | i | i | i | i | i | i
55 | COc1ccc([N+](=O)[O-])cc1NC(=O)C(C)OC(=O)CN1C(=O)C2CC=CCC2C1=O (configuration not stated) | -3.8 | -19.2 | 6.4 | i | i | i | i | i | i | i | i
56 | CCCSCCCNC(=O)c1ccccc1NC(=O)C1=CSCCO1 | 0.0 | -10.7 | -3.3 | i | i | i | i | i | i | i | i
57 | O=C(C1CCN(S(=O)(=O)c2cnc[nH]2)CC1)N1CCN(Cc2ccc3c(c2)OCO3)CC1 | 3.8 | · | 3.0 | i | · | · | · | · | · | i | i
58 | Cc1ccc(COc2ccsc2C(=O)NNC(N)=S)cc1 | -2.8 | -2.9 | 2.2 | i | i | i | i | i | i | i | i
59 | COc1cc(C(=O)NCC2CCCO2)cc(OC)c1OC (configuration not stated) | -5.2 | -4.1 | 0.0 | i | i | i | i | i | i | i | i
60 | CC1=Nn2c(nnc2-c2ccc(F)cc2)SC1 | -4.2 | -8.7 | 9.9 | i | i | i | i | i | i | i | i
61 | Cc1cc(C(=O)N2CCN(S(C)(=O)=O)CC2)cs1 | -1.7 | -7.3 | 1.1 | i | i | i | i | i | i | i | i
62 | CC(Sc1nnnn1C)C(=O)NC(=O)NC1CCCCC1 (configuration not stated) | 0.8 | -7.7 | -3.5 | i | i | i | i | i | i | i | i
